MT stabilizer – microtubule stabilization, imaging screen | HeLa tubulin immunostaining HCS, 24 h; share of cells brighter than vehicle mean+2SD | % tubulin-high responders, % at 10 µM | 200,000 compounds, 0.83% hits | AID 2205;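 active = plate Z-score above 3 for both tubulin-high and condensed-nucleus cell shares, with cell loss under 80%, at 10 µM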;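 also: anti alpha tubulin signal scored within the nucleus-defined area of each cell; some results filed as inactive read as strong as hits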
Autophagy HCS – modulators of autophagy; MEF GFP-LC3 puncta imaging; test concentration mostly 10 µM; calls only at 10 µM (by protocol); 190,000 compounds, 0.98% hits;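 active = percentage of spot-positive cells more than 3 SD above its plate mean, without a fluorescence outlier flag or 80% toxicity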;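 also: spot-positive cell cutoff set from DMSO-treated cells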
Lipid droplet – modulators of hepatic lipid droplet formation; AML12 mouse hepatocytes, oleate lipid droplets, BODIPY imaging; inhibition, % at 6.5 µM; 240,000 compounds, 0.4% hits;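 active = lipid droplet intensity inhibited by at least 50%, with more than 500 cells counted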
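Assay system: AML12 mouse liver cells | Compound dosing: One dose, 6.5 µM compound | Read-out basis: Droplet intensity reduction, % inhibition | Measured by: Fluorescence imaging, 20x objective, two fields per well | Schedule: Overnight treatment with compound plus oleate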
PMI inhibition – MPI inhibition at elevated mannose 6-phosphate – biochemical, fluorescence intensity, high mannose 6-phosphate, primary screen (AID 1220). recombinant PMI enzyme, coupled fluorescence intensity; higher % means a stronger effect. one-dose inhibition, % at 20 µM; IC50 in µM for titrated hits. 190,000 compounds, 0.66% hits
human PMI inhibition – MPI enzyme activity inhibition – biochemical, fluorescence intensity, coupled assay, primary screen (AID 1209). 190,000 compounds, 0.42% hits. inhibition, % at 20 µM; hits with a dose series show IC50 in µM. purified PMI enzyme, coupled fluorescence intensity; higher % means a stronger effect;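 also: plate controls were DMSO vehicle for no effect and wells lacking substrate for full effect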
Ins promoter up – MIN6 insulin promoter up-regulation | MIN6 insulin promoter-GFP reporter, high-content imaging; stronger effect = higher value | 190,000 compounds, 0.3% hits | z-score at 5 µM;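 active = z-score above 3 at 5 µM with at least 500 cells counted in the well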
T cell modulator – modulates CD8 T cell binding to vesicles. calls only at 7 µM. 2C CD8+ T cell-vesicle binding, flow cytometry; stronger effect = lower value. 330,000 compounds, 0.068% hits;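 active = response, share of CD8 T cells binding vesicles, and their 90th percentile fluorescence all below set limits, cut at about 80% in these data, passing the limit was not always enough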
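Read-out – percent CD8+ FL2 mean versus row control · System – murine 2C transgenic CD8+ T lymphocytes · Times – 1.5 h cell–vesicle binding at 37 °C, then 20 min icy labelling · Control set – naked vesicles low, QL9 vesicles with vehicle high · Detection – cytometric PE anti-B7-1 and Alexa647 anti-CD8 signals after 1% paraformaldehyde fixation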
TNAP activation fold – stimulation of alkaline phosphatase TNAP activity – biochemical, luminescent, no phosphate acceptor, uHTS, primary screen (AID 1001) | one-dose activation fold at 20 µM; EC50 in µM for titrated hits | purified TNAP, luminescent activation assay, no phosphate acceptor; higher activation fold means a stronger effect | 200,000 compounds, 0.03% hits; in the data active = activation fold from about 3, or a potency from the dose series; inactive = the rest, 99 in 100 with activation fold below about 1.6; also: many of its hits are not listed in these tables
bCat nuc transl – alters nuclear translocation of beta-catenin in HeLa cells. immunofluorescence imaging. nuclear translocation activity, % at 5 µM. 190,000 compounds, 0.3% hits. AID 1665;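 active = nuclear translocation activity above 50% at 5 µM, with a well cell count of 50 or more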;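 also: per-cell ratio of nuclear to cytoplasmic median beta-catenin stain intensity; plate controls were DMSO negative control for no effect and GSK-3 inhibitor IX positive control for full effect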
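assay system = human HeLa cells, endogenous beta-catenin | times = compound treatment 24 h, 37°C, 5% CO2 | detection = Anti-beta-catenin immunofluorescence on PFA-fixed, Triton-permeabilized cells, DAPI nuclei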
Ins promoter up cell count – recorded beside Ins promoter up, whose call it bears; cell count; measured here: cytotoxicity, nuclei count;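 total cells summed across four imaged fields per well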
Lipid droplet cells 6.5 µM – recorded beside Lipid droplet, whose call it bears; cell count; measured here: cell count, cytotoxicity flag;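 cells counted across two imaged fields per well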
bCat nuc transl cell count 5 µM – also measured in bCat nuc transl; calls as there; cell count; measured here: cell count, cytotoxicity flag
T cell modulator vesicle-bound % – also measured in T cell modulator; calls as there; double positive events, %; measured here: CD8+ vesicle-bound cell fraction;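 binding gate set so that unloaded-vesicle control wells show 10% double positive cells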
MT stabilizer Hoechst-high % – recorded beside MT stabilizer, whose call it bears; % Hoechst-high responders; measured here: nuclear condensation Hoechst responders;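 share of cells brighter than vehicle mean plus two SD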
MT stabilizer cytotoxicity % – also measured in MT stabilizer; calls as there; toxicity, %; measured here: cytotoxicity by cell density;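 0% = mean cell density of plate MIN control wells and 100% = no cells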
Autophagy HCS cell loss 18 h – further read-out of Autophagy HCS, marked with its call; toxicity, %; measured here: cell loss, nuclei count;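 cell loss after 18 h compound exposure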
The depositor's hits bear a star; i = inactive; · = not tested or not shown. Rule as the data show it, unless noted: active = inhibition above about 50%; inactive = the rest.

SMILES	MT stabilizer	MT stabilizer Hoechst-high %	MT stabilizer cytotoxicity %	Autophagy HCS	Autophagy HCS cell loss 18 h	Lipid droplet	Lipid droplet cells 6.5 µM	PMI inhibition	human PMI inhibition	Ins promoter up	Ins promoter up cell count	T cell modulator	T cell modulator vesicle-bound %	TNAP activation fold	bCat nuc transl	bCat nuc transl cell count 5 µM
O=C(C1CCN(S(=O)(=O)c2cccc3cccnc23)CC1)N1CCCC1	3.0	2.3	3.1	i	9	·	·	5%	-8%	-0.38	990	i	48	0.9	0.4	1182
COc1ccc(NC(=O)CCC2CCCCC2)cc1S(=O)(=O)N1CCCCC1	8.1	1.5	6.8	i	-2	-10	575	6%	14%	-0.23	1573	i	39	1.3	-0.7	1029
CCCCn1c(-c2ccncc2)nc2c1c(=O)[nH]c(=O)n2CC(C)C	1.9	2.3	7.9	i	-1	·	·	-6%	1%	0.49	1538	i	55	1.1	-1.0	1358
COc1ccccc1CNC(=O)c1ccc(N2CCOCC2)c([N+](=O)[O-])c1	2.1	2.1	7.2	i	-2	-3	772	2%	0%	0.86	1147	i	24	1	-1.8	1131
CCOC(=O)/C=C1\SCC(=O)N1CC(=O)c1ccc[nH]1	2.2	1.5	5.5	i	-5	-18	706	-2%	-12%	·	·	i	34	1	-9.0	1264
O=C(Cc1cccs1)N1CCN=C1SCc1ccc(Br)cc1	2.5	2.8	2.1	i	2	-12	678	15%	12%	-0.63	1322	i	35	1	-0.7	1067
Nc1cc2c(cc1[N+](=O)[O-])OCO2	4.6	1.2	5.0	i	6	8	648	53%*	12%	-0.3	1253	i	25	0.9	5.0	966
Cc1cc(OCC(=O)Nc2cc(-c3nn4c(C)nnc4s3)ccc2C)ccc1Cl	3.8	3.4	1.5	i	-9	·	·	2%	6%	-0.12	954	i	48	1.1	·	·
Cc1ccc(S(=O)(=O)N2CCCCC2)cc1NS(=O)(=O)c1cccc(C(=O)O)c1	4.4	1.5	1.2	i	6	3	611	1%	-8%	0	1345	i	42	1.1	0.1	944
Oc1c(/C=N/c2ccccn2)sc2ccccc12	·	·	·	·	·	-2	735	·	·	0.19	1299	i	41	·	1.7	1280
CCOC(=O)Cn1c(=N)n(Cc2ccccc2)c2ccccc21	1.7	1.9	15	i	14	·	·	-4%	-2%	-0.26	1419	i	27	1.1	1.1	1433
O=C(CN1CCCC1)Nc1ccccc1Sc1ccccc1	1.1	1.9	4.0	i	10	0	726	14%	11%	1.5	1228	i	44	1	-1.1	1113
CC(=O)c1sccc1NC(=O)c1ccccc1C(=O)O	·	·	·	·	·	-19	550	·	·	-1.1	1032	i	27	·	0.5	1287
COc1ccccc1NC(=O)CN1CCN(c2ccccc2OC)CC1	1.9	1.4	4.5	i	23	10	714	11%	10%	-0.71	1387	i	59	1.1	-0.9	1194
CC(=O)C1=C(C)NC(=O)NC1c1cccs1 (stereo not given)	1.0	1.2	11	i	-3	-2	708	1%	0%	0.14	962	i	39	1.1	-3.1	1190
CCSc1nnc2c(n1)[nH]c1c(C)cccc12	5.6	4.1	7.3	i	-13	·	·	20%	8%	-0.47	1017	i	14	1.1	1.4	1142
COc1ccc2nc(NC(=O)CCNS(=O)(=O)c3ccc4c(c3)oc(=O)n4C)sc2c1	3.9	1.8	8.0	i	-18	·	·	-3%	1%	-0.52	1561	i	38	1	-0.7	1267
COC(=O)c1ccc(C2/C(=C(\O)c3cccc(OC)c3)C(=O)C(=O)N2CCCN2CCOCC2)cc1 (stereo not given)	2.3	1.9	3.3	i	-2	4	482	-7%	-7%	0.47	1433	i	45	1	-0.1	1165
CC1=C(C(=O)N2CCOCC2)C(c2cccc(C)c2)NC(=S)N1 (stereo not given)	1.5	1.7	3.0	i	-3	-13	703	-13%	-4%	-0.88	1386	i	12	1.1	·	·
N#Cc1cccc(NC(=O)c2ccccc2C(=O)O)c1	3.9	2.1	4.3	i	1	-1	735	-6%	0%	0.6	1177	i	9	1.1	1.3	1064
COc1ccc(CCNC(=O)COC(=O)Cc2cc(OC)c(OC)c(OC)c2)cc1	0.1	3.9	7.2	i	-3	8	738	0%	-5%	1.1	1169	i	1	1	-0.9	1045
CCC(=O)/C=C1/Sc2ccc(OC)cc2N1CC	5.5	3.9	9.1	i	1	·	·	3%	2%	-0.13	1512	i	37	1.1	-1.0	1210
CCOc1ccc(NC(=O)COC(=O)Cc2ccc(S(=O)(=O)N3CCOCC3)s2)cc1	1.8	0.7	3.0	i	-4	6	732	-13%	-10%	1.1	990	i	25	1.1	·	·
O=C1CCC(=O)N1N1C(=O)C2C3c4ccccc4C(c4ccccc43)C2C1=O (stereo not given)	4.4	2.4	5.6	i	7	2	678	0%	0%	0.23	1463	i	47	1	0.2	1334
COc1ccc(Nc2ccc(N3C(=O)CCCC3=O)cc2[N+](=O)[O-])cc1OC	4.6	3.4	6.1	i	-8	-15	638	24%	4%	0.62	1149	i	41	0.8	-7.1	575
Later entries:
SMILES	MT stabilizer	MT stabilizer Hoechst-high %	MT stabilizer cytotoxicity %	Autophagy HCS	Autophagy HCS cell loss 18 h	Lipid droplet	Lipid droplet cells 6.5 µM	PMI inhibition	human PMI inhibition	Ins promoter up	Ins promoter up cell count	T cell modulator	T cell modulator vesicle-bound %	TNAP activation fold	bCat nuc transl	bCat nuc transl cell count 5 µM
NC(N)=NC1=NC(=O)C(Cc2ccccc2Cl)S1 (stereo not given)	·	·	·	·	·	15	723	·	·	-0.26	1366	i	49	·	-3.9	1151
COc1ccc(NC(=O)CSc2nnc(NC(=O)c3ccccc3C(=O)O)s2)cc1	1.9	1.8	9.1	i	20	9	706	-9%	4%	-0.41	1422	i	56	1.1	-2.2	1072
O=C(OCc1ccccc1)c1ccc(Br)o1	3.4	2.2	5.8	i	-6	-5	686	10%	16%	·	·	i	8	1.1	·	·
O=C(Oc1ccccc1/C=C\C(=O)c1cc2ccccc2o1)c1ccccc1	3.5	4.0	0.9	i	2	16	642	11%	17%	0.88	781	i	31	1	-1.1	1026
O=C(NC1=NCCS1)C1COc2ccccc2O1 (stereo not given)	4.5	2.2	4.7	i	-5	·	·	6%	11%	·	·	i	47	1	·	·
CC1CCCCN1CCCn1c(=S)[nH]c2ccccc2c1=O (stereo not given)	2.7	2.1	7.6	i	-7	0	625	8%	6%	-0.51	1780	i	43	1.1	0.0	1092
O=C(NC(=S)NCC1CCCO1)c1ccc(Cl)cc1 (stereo not given)	2.7	2.1	5.3	i	-9	-5	650	-3%	9%	-0.03	1356	i	40	1.1	-2.6	1173
COc1ccc(-n2c(=O)c3c4c(sc3n3c(=S)[nH]nc23)COC(C(C)C)C4)cc1 (stereo not given)	·	·	·	·	·	2	760	·	·	-0.21	1512	i	22	·	-1.2	1153
O=C(CCc1nnc(-c2ccc3c(c2)OCO3)o1)N1CCC(c2ccc(F)cc2)C1 (stereo not given)	1.3	1.8	9.5	i	1	8	679	-5%	0%	·	·	i	11	1.1	-1.9	950
O=C(COC(=O)c1ccccc1NC(=O)c1ccco1)NC1CCS(=O)(=O)C1 (stereo not given)	2.6	2.0	6.5	i	-4	-9	730	13%	7%	·	·	i	31	1.1	-1.3	1018
O=C(c1ccccc1)c1ccccn1	2.0	2.4	7.3	i	-15	27	702	8%	-2%	-0.36	1063	i	38	1.1	0.5	1067
Clc1cc2c(c(CSc3nc4ccccc4n4cccc34)c1)OCOC2	·	·	·	·	·	-11	675	·	·	0.21	1443	i	63	·	-2.1	1109
CCOc1ccc(/C=N/NC(=O)c2c(C)n(C)c3ccc(OC)cc23)cc1	17*	38*	38*	i	12	-45	612	6%	-3%	-0.08	1252	i	27	1.1	1.6	505
O=C(NC(=S)Nc1ccccc1N1CCCC1)c1ccco1	·	·	·	·	·	-17	751	·	·	0.84	1084	i	22	·	-0.9	1278
NC(=O)c1nc(C2CCCCC2)nc2c1[nH]c(=O)n2-c1ccc(F)cc1	5.9	2.0	6.5	i	18	·	·	18%	10%	1.2	779	i	39	1.1	·	·
Cc1cccc(C)c1NC(=O)COC(=O)c1ccc2c(c1)OCO2	1.7	1.5	8.7	i	14	0	691	-6%	-3%	-1.2	1389	i	61	1.2	-0.8	1121
CCOC(=O)C1=C(N)OC2=C(C(=O)CCC2)C1c1sccc1C (stereo not given)	4.1	1.2	3.3	i	16	-4	694	4%	-6%	-0.11	1228	i	52	1	-2.1	545
Cc1cc(=O)n2c(n1)NC(Nc1cccc(C)c1C)=NC2c1ccccc1 (stereo not given)	·	·	·	·	·	-11	781	·	·	-0.26	1188	i	27	·	0.5	1322
O=C(CSc1nnc(CNC(=O)c2ccccc2F)o1)NCc1ccccc1	2.2	1.6	7.1	i	-8	-3	758	15%	-1%	·	·	i	58	1.1	-0.9	1024
COC(=O)c1ccc(CN2CCN(Cc3ccc(F)cc3)C(CCO)C2)cc1 (stereo not given)	2.1	2.0	8.7	i	12	-2	746	9%	7%	0.4	1448	i	26	1.1	0.5	934

Compound profiles (already shown). Screens in order: MT stabilizer	MT stabilizer Hoechst-high %	MT stabilizer cytotoxicity %	Autophagy HCS	Autophagy HCS cell loss 18 h	Lipid droplet	Lipid droplet cells 6.5 µM	PMI inhibition	human PMI inhibition	Ins promoter up	Ins promoter up cell count	T cell modulator	T cell modulator vesicle-bound %	TNAP activation fold	bCat nuc transl	bCat nuc transl cell count 5 µM
`O=C(c1ccccc1)c1ccccn1` in the list: 2.0	2.4	7.3	i	-15	27	702	8%	-2%	-0.36	1063	i	38	1.1	0.5	1067
`CCOC(=O)/C=C1\SCC(=O)N1CC(=O)c1ccc[nH]1` in the list: 2.2	1.5	5.5	i	-5	-18	706	-2%	-12%	·	·	i	34	1	-9.0	1264
`Clc1cc2c(c(CSc3nc4ccccc4n4cccc34)c1)OCOC2` in the list: ·	·	·	·	·	-11	675	·	·	0.21	1443	i	63	·	-2.1	1109
`CCC(=O)/C=C1/Sc2ccc(OC)cc2N1CC` in the list: 5.5	3.9	9.1	i	1	·	·	3%	2%	-0.13	1512	i	37	1.1	-1.0	1210
`CCSc1nnc2c(n1)[nH]c1c(C)cccc12` in the list: 5.6	4.1	7.3	i	-13	·	·	20%	8%	-0.47	1017	i	14	1.1	1.4	1142
